Screening results deposited in PubChem by several laboratories.
RGS7-Gao reg: RGS7-Galphao binding modulators, primary screen, biochemical, multiplexed bead flow cytometry; Guanine nucleotide-binding protein G(o) subunit alpha (Homo sapiens), P09471; actives lie on both sides; binding response (% of control), % at 10 µM; hit rate 0.35% among 220,000; AID 1439, 2008; in the data active means binding response below about 49% or above about 150%; inconclusive means no clear call, values can overlap the other calls; inactive means in between;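 further: fluorescent Galphao held in activated GDP-AlF4 state binding bead-coupled RGS7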
Target sequence (P09471 whole entry, looked up): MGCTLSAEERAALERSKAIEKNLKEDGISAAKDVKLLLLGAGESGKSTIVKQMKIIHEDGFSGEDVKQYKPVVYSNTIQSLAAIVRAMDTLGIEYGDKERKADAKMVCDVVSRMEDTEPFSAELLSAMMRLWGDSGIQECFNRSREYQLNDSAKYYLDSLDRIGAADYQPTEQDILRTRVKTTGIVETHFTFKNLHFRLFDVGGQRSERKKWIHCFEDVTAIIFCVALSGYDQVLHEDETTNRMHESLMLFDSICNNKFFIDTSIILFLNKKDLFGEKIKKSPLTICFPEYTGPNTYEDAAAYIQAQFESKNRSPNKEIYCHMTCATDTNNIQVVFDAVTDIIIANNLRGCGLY
Mcl1 Bid PPI: Mcl-1/Bid binding inhibitors, primary screen, biochemical, TR-FRET, 1536-well | TR-FRET Mcl-1/Bid-Dy647 peptide binding | inhibition, % at 21.7 µM | hit rate 0.97% among 220,000;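 active means compounds that cut the binding signal by more than half at the single screening dose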;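 further: His-tagged Mcl-1 with europium anti-His antibody binding Bid BH3 peptide; 0% = Mcl-1 plus peptide wells and 100% = peptide-only wells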
Bcl-W Bim block: inhibitors of Bim binding to Bcl-W, primary screen, biochemical, multiplexed, bead-based flow cytometry | Bcl-2-like protein 2 (Homo sapiens), Q92843 | Bim peptide-Bcl-W binding | inhibition, % at 10 µM | hit rate 0.02% among 190,000;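 further: 0% = bound tracer without compound and 100% = peptide blocker; higher means less fluorescent Bim peptide bound to Bcl-W beads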
Target sequence (Q92843 whole entry, looked up): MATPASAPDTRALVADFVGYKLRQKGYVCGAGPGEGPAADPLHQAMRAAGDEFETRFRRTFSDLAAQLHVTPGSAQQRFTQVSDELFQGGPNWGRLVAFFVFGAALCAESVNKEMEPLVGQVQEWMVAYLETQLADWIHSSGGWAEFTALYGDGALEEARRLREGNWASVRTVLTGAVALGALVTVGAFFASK
Bcl-B Bim block: inhibitors of Bim-Bcl-B binding, primary screen, biochemical, multiplexed, human Bcl-2 family; Bcl-2-like protein 10 (Homo sapiens), Q9HD36; bead-based flow cytometry, Bim peptide-Bcl-B binding; inhibition, % at 10 µM; hit rate 0.073% among 190,000; AID 951, 2007;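 further: 0% = tracer peptide without compound and 100% = reference inhibitor peptide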
Target sequence (Q9HD36 whole entry, looked up): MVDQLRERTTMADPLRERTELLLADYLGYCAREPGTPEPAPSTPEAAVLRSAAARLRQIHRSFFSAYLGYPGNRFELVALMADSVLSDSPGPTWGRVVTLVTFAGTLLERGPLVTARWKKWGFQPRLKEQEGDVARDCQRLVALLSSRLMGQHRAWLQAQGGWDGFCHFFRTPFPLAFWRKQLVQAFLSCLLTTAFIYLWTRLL
RGS8-Gao: RGS8-Galphao binding modulators, primary screen, biochemical, multiplexed bead flow cytometry | Guanine nucleotide-binding protein G(o) subunit alpha (Homo sapiens), P09471 | actives lie on both sides | response (percent of control binding), % at 10 µM | hit rate 0.34% among 220,000; in the data active means response below about 60% or above about 140%; inactive means in between;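 further: Galphao activated as the GDP aluminium fluoride complex binding bead-coupled RGS8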
RGS4-Gao reg: modulators of RGS4 binding to Galphao, primary screen, biochemical, multiplexed bead flow cytometry. Guanine nucleotide-binding protein G(o) subunit alpha (Homo sapiens), P09471. AID 1415, 2008. hit rate 0.33% among 220,000. actives lie on both sides. binding response (% of control), % at 10 µM; in the data active means binding response below about 49% or above about 150%; inactive means in between;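 further: fluorescent Galphao activated with aluminum fluoride binding bead-coupled RGS4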
Bim-Bcl-XL: inhibitors of Bim-Bcl-XL binding, primary screen, biochemical, multiplexed, bead flow cytometry, human Bcl-XL; Bcl-2-like protein 1 (Homo sapiens), Q07817; Bim peptide-Bcl-XL binding, fluorescence; inhibition, % at 10 µM; hit rate 0.04% among 190,000
Target sequence (Q07817 whole entry, looked up): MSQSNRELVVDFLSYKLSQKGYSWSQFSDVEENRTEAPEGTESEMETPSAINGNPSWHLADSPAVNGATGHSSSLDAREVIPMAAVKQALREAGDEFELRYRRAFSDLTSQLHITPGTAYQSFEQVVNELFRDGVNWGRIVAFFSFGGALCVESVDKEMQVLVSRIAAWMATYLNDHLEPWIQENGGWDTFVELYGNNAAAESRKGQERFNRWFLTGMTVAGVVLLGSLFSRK
Mcl1-Noxa inh: Mcl-1/Noxa binding inhibitors, primary screen, biochemical, TR-FRET, 1536-well; Induced myeloid leukemia cell differentiation protein Mcl-1 (Homo sapiens), Q07820; TR-FRET Mcl-1/Noxa peptide binding, 2 h; inhibition, % at 21.7 µM; hit rate 1.5% among 220,000;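 active means compounds that cut the protein-peptide binding signal by more than 50% relative to plate controls in a single-dose test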;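 further: His-tagged Mcl-1 with rhodamine Noxa BH3 peptide and terbium anti-His antibody; 0% = Mcl-1 plus Noxa peptide wells and 100% = peptide-only wells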
Bcl-2 Bim block: inhibitors of Bim-Bcl-2 binding, primary screen, biochemical, multiplexed, human Bcl-2 family | inhibition, % at 10 µM | hit rate 0.06% among 190,000 | Bead-based flow cytometry, Bim peptide-Bcl-2 binding | AID 950, 2007; in the data active means inhibition above about 40%; inconclusive means no clear call, values can overlap the other calls;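 further: 0% = no compound wells with probe peptide and 100% = reference peptide inhibitor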
Bfl-1 Bim block: inhibitors of Bim binding to Bfl-1, primary screen, biochemical, multiplexed, bead-based flow cytometry | AID 1008, 2008 | Bim-Bfl-1 binding inhibition | inhibition, % at 10 µM | hit rate 0.12% among 190,000;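 further: 0% = wells without compound plus tracer and 100% = blocker peptide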
Mcl-1 Bim block: inhibitors of Bim peptide binding to Mcl-1, primary screen, biochemical, bead-based flow cytometry, multiplex; Induced myeloid leukemia cell differentiation protein Mcl-1 (Homo sapiens), Q07820; Bim peptide-Mcl-1 binding; inhibition, % at 10 µM; hit rate 0.1% among 190,000; AID 1009, 2008;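 further: 0% = no compound tracer wells and 100% = peptide blocker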
Numbers without * were called inactive; ? = inconclusive; . = no result given. Unless noted, no stated cut-off is given here; in the data, active means inhibition above about 40%.

Compound	RGS7-Gao reg	Mcl1 Bid PPI	Bcl-W Bim block	Bcl-B Bim block	RGS8-Gao	RGS4-Gao reg	Bim-Bcl-XL	Mcl1-Noxa inh	Bcl-2 Bim block	Bfl-1 Bim block	Mcl-1 Bim block
COc1cc(/C=N/NC(=S)Nc2cccc(S(=O)(=O)N(C)C)c2)ccc1O	101	-96	-1	-1	104	101	-4	-2	0	1	-2
Cc1cccc(-n2c(-c3csc(C)c3)n[nH]c2=S)c1	100	14	0	-13	93	97	-2	17	-2	-3	-2
Cc1ccc(NC(=S)Nn2cnnc2)cc1	100	-28	-7	-32	101	106	-11	-12	-4	2	-8
Cn1c(=O)c2c(SCC(=O)N3CCOCC3)nc(C3CC3)nc2n(C)c1=O	102	-11	1	-7	103	99	-3	-15	-7	-10	-2
COc1ccc(/C=C/C(=O)OCC(=O)Nc2ccc(N3CCOCC3)cc2)cc1	101	-1	-2	-3	102	103	-4	-3	-1	-8	0
CCOc1ccc(NC(=O)C2CC(C)=C(C)CC2C(=O)O)cc1 (centres undefined)	103	-13	-3	-10	100	102	-3	2	-5	-18	-3
COc1cc(NC(=O)CSc2ncccc2C(=O)OC(C)C)cc(OC)c1	101	-11	-1	0	99	99	-8	3	6	2	1
COc1ccccc1N=C1SC(C(=O)Nc2ccc(F)cc2)CC(=O)N1C (centres undefined)	100	-9	0	0	103	105	0	-8	1	1	1
COc1ccc(-c2ccc(-c3nnn(CC(C)=O)n3)cc2)cc1	99	-8	1	-4	102	98	-5	-2	-8	-18	-2
CCCNC(=O)NC(=O)CSc1ccc(C)cc1C	102	-2	-1	-2	100	103	-1	13	0	-3	0
CCOC(=O)CC1C(=O)NCCN1Cc1cccs1 (centres undefined)	?	-30	0	-2	96	100	-3	8	3	-7	0
COc1ccc(/C=N/NC(=O)c2ccoc2C)cc1COc1ccc(Cl)cc1	96	-1	-1	1	99	96	1	-5	1	0	-1
O=C(O)C1CCCN(S(=O)(=O)c2cccs2)C1 (centres undefined)	121	-9	-4	-4	106	118	-6	6	-1	5	-2
Cc1ccc(C2CC(c3cccs3)=NN2C(=O)c2ccco2)o1 (centres undefined)	113	-12	-5	-1	106	107	-6	12	0	2	0
CC(C)COC(=O)C(C)Nc1n[nH]c(=S)[nH]c1=O (centres undefined)	100	-42	-4	-12	106	101	-5	7	-3	-5	-1
CCC(C)Sc1nc2ccccc2c(=O)[nH]1 (centres undefined)	100	4	0	1	102	100	0	6	-14	2	-1
CCOC(=O)CSc1nncc2ccc(OC)c(OC)c12	96	-43	1	3	96	98	2	0	3	0	1
O=C(Nc1cc(F)cc(F)c1)c1ccc(NCCc2ccccc2)c([N+](=O)[O-])c1	100	-18	-3	-8	99	92	-6	14	-4	-13	-3
N#CCn1c2ccccc2c2nc3ccccc3nc21	99	-8	-2	-4	101	98	0	11	-3	-8	0
Cc1n[nH]c(C)c1S(=O)(=O)N1CCCC(C(=O)Nc2ccc3c(c2)OCCO3)C1 (centres undefined)	102	6	-1	-8	99	105	-3	16	-7	-15	1
CCN(C(=O)CSc1ccc2ccccc2c1)C1CCS(=O)(=O)C1 (centres undefined)	106	7	-2	-8	104	109	-4	10	1	2	-3
Cc1ccc(C(=O)NC(=S)NCC(=O)c2ccccc2)cc1	106	-63	-1	-1	104	102	-1	-13	-1	0	0
CCOc1ccc(S(=O)(=O)NC(Cc2cnc[nH]2)C(=O)O)cc1 (centres undefined)	?	-6	-2	-6	102	100	-3	-2	-6	-7	-2
CC12CCC(C(=O)N3CCCCCC3)(OC1=O)C2(C)C (centres undefined)	91	-23	3	-4	98	98	-7	-5	-3	-8	0
CC1CN(C(=O)N2CCCCC2)CCN1C(=O)N1CCCCC1 (centres undefined)	97	-7	0	0	101	99	0	-1	-3	-4	1
CN(CC(=O)Nc1ccccc1Br)c1ncnc2sccc12	98	-19	-1	0	98	97	-2	8	0	-2	0
O=C(Nc1ccc2c(c1)C(=O)N(c1ccccc1)C2=O)C1CCCO1 (centres undefined)	98	-13	-2	-10	101	96	-6	-11	-3	-3	-3
Cc1cc(C)c(NC(=O)C2CCCN2C)c(C)c1 (centres undefined)	99	-8	-2	0	103	105	-3	-12	-4	-1	-4
CC1CCCCN1C(=O)COc1ccc2ccc(=O)oc2c1 (centres undefined)	?	-17	-1	-5	99	100	-1	-4	-10	-8	-3
COC(=O)CCCC1=CC2=CC(=O)C(C)(OC(=O)C3CCCC3)C(=O)C2=CO1 (centres undefined)	?	-62	.	.	98	94	.	42	.	.	.
Cc1ccc(-n2ncc3c(=O)n(-c4ccc(C)c(C)c4)c(-c4ccco4)nc32)cc1	99	30	1	0	104	102	-4	17	-1	-6	4
O=C(CN1C(=O)c2ccccc2C1=O)NCc1ccncc1	105	-9	0	0	102	101	0	9	-2	-3	0
COc1cc(NC(=O)C(=O)NNC(=O)C2CCCCC2)c(OC)cc1Cl	104	-3	4	15	102	101	1	1	2	1	-2
O=[N+]([O-])c1ccccc1CNC(Cc1ccccc1)c1ccccc1 (centres undefined)	101	-4	0	-7	102	94	-5	.	-10	-16	-2
CC1Cc2ccccc2N1S(=O)(=O)c1cccc(C(=O)NCCCn2ccnc2)c1 (centres undefined)	93	2	-8	-10	100	100	-7	19	-3	-7	-6
Cc1cc(C)n2cnnc2n1	?	-15	.	.	103	101	.	-1	.	.	.
O=S(=O)(Nc1nc2ccccc2nc1-[n+]1ccccc1)c1ccc(Cl)cc1	100	-7	0	-8	100	102	-8	13	-9	-19	-2
O=C(c1ccccc1)c1ccncc1	112	-24	4	-3	105	110	-4	-15	-2	-6	2
COc1cc2c(cc1NC(=O)c1cc(-c3ccncc3)nc3ccc(C)cc13)oc1ccccc12	102	-11	-1	-10	100	101	.	.	-12	-11	-6
CCCCNS(=O)(=O)c1ccc(NC(=O)C2CCCO2)cc1 (centres undefined)	99	-10	-2	-1	88	94	-4	1	0	-3	-5
CCC(C)NC(=O)C(=O)NCc1ccccn1 (centres undefined)	105	-13	-1	0	102	102	0	-8	0	3	0
N/C(Cc1ccc([N+](=O)[O-])cc1)=N\OC(=O)c1ccccc1F	107	-30	0	-2	103	104	-2	6	-4	-4	0
NNc1cc([N+](=O)[O-])cc2c1C(=O)N(Cc1ccccc1)S2=O (centres undefined)	100	-55	-2	-21	97	100	-7	58*	-3	2	-5
Cc1ccc(NCc2n[nH]c(=S)n2-c2ccccc2)c(C)c1	104	-26	-2	-39	92	100	-11	25	-2	4	-2
CC(NC(=O)COC(=O)c1ccc2ccccc2n1)C1CC2CCC1C2 (centres undefined)	?	-27	-3	-4	102	101	-3	-7	0	-3	-1
COc1cccc(NC(=S)N(CCCN2CCOCC2)Cc2cn(C)c3ccccc23)c1	98	-39	-7	-8	100	104	-6	-12	-5	-2	-3
O=C1Nc2ccc(Br)cc2/C1=C/C1CC=CCC1 (centres undefined)	103	6	-3	0	102	104	-1	19	0	5	2
Cn1cc(CN2C[C@]3(C)C[C@H]2CC(C)(C)C3)c(-c2ccc3c(c2)OCCO3)n1	89	-20	-5	16	92	94	-1	11	7	1	50*
COc1ccc(C2NC(=O)NC(c3ccccc3)=C2c2nc3ccccc3s2)cc1 (centres undefined)	102	-12	-1	-6	101	98	-2	16	-4	-11	3
CCOC(=O)CNC(=S)N(Cc1ccccc1)Cc1ccccc1F	103	-53	0	-3	107	101	-1	-3	-3	-1	0
CCNC(=O)c1ccc(NS(=O)(=O)c2ccccc2)cc1	104	0	-1	-4	115	100	0	14	2	-1	-2
O=C(CSc1nc2ccccc2c(=O)[nH]1)c1ccc(O)cc1O	94	-22	-8	-5	97	93	-8	3	-5	-5	-2
O=C(O)C1C2C=CC(C2)C1C(=O)NCCc1ccncc1 (centres undefined)	102	18	2	-7	106	106	-3	22	-9	-11	0
Cc1ccc(-c2nn(CC(=O)Nc3cccnc3)c(=O)c3ccccc23)cc1	98	-13	0	-5	105	103	-1	4	-10	-12	0
CC1=NN(c2nc(-c3ccc(C)cc3)cs2)C(=O)C1N=Nc1ccc(C(N)=O)cc1 (centres undefined)	110	50	0	-4	111	110	-1	40	0	-7	-1
Cc1noc(C)c1C(=O)NC(C)c1ccc(Cl)cc1Cl (centres undefined)	98	-3	-1	-1	100	102	0	19	-3	-2	1
COc1ccc(C2C(C(=O)c3ccccc3)=C(C)Nc3nc4ccccc4n32)c(OC)c1 (centres undefined)	104	-4	-4	-5	100	100	-5	3	-1	-2	-3
O=C(CSc1ncn[nH]1)Nc1nc(-c2ccccc2)ns1	99	-12	-1	-10	107	102	-10	13	-7	-10	-1
O=C(CCCn1c(=S)[nH]c2cc3c(cc2c1=O)OCO3)N1CCN(c2ccc(F)cc2)CC1	108	-100	-3	-17	95	105	-3	17	-2	3	-4
Cc1ccc2c(c1)N(CCC(=O)NC1CC1)C(=O)C(C)O2 (centres undefined)	100	-39	-4	-12	101	102	-7	6	-14	-17	-3

Additional compounds follow:
Compound	RGS7-Gao reg	Mcl1 Bid PPI	Bcl-W Bim block	Bcl-B Bim block	RGS8-Gao	RGS4-Gao reg	Bim-Bcl-XL	Mcl1-Noxa inh	Bcl-2 Bim block	Bfl-1 Bim block	Mcl-1 Bim block
CC1CC(=O)c2cnc(NCC3CCCO3)nc2C1 (centres undefined)	95	1	0	0	98	96	9	10	0	3	2
O=C(Nc1ccccc1)N(CCc1nc2ccccc2[nH]1)C1CCCC1	101	-29	0	0	104	100	-1	9	0	0	1
Cc1ccc(NC(=O)CN(C)C(=O)Cn2cc(C(F)(F)F)ccc2=O)cc1	100	-12	-3	-6	99	97	-5	9	-6	-10	-6
Cc1cc(Br)c(S(=O)(=O)NCCN2CCOCC2)cc1C	99	-5	0	-12	100	101	-8	-7	-7	-14	-4
O=C1OC(Nc2ccc(Cl)cn2)c2ccccc21 (centres undefined)	103	0	-2	-3	103	101	-3	5	-3	0	-6
O=C(O)c1ccc(CN2C(=O)CSC2=S)cc1	107	-9	1	-5	104	97	-3	4	-10	-7	0

The order is random; overall some 2.7% were active at least once.
